Screens: PubChem, Broad Institute
S100A4 MyoIIA: blocks human S100A4 binding to myosin IIA peptide | P26447 | 0.14% of 360,000 active | S100A4/TAMRA-MyoIIA peptide fluorescence polarization | inhibition, % at 10.7 µM;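 active = mean inhibition of at least 70% across replicates, with every replicate also reaching that level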
Target sequence (P26447 whole entry, looked up): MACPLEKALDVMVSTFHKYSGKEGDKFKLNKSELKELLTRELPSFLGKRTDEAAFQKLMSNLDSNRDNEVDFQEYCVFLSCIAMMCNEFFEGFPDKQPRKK
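incubation = readout 5 min after mixing, signal stable up to 60 min | system = S100A4 monomer protein | buffer or medium = HEPES pH 7.2 with CaCl2, KCl, NaCl, DTT, Triton | benchmarks = neutral control DMSO, positive control TFP | also added = fluorescent myosin IIA peptide, 5 nM | compound dosing = one concentration per compound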
esBAF inh: blocks esBAF chromatin remodeling in mouse ES cells; reporter increase, % at 12.5 µM; 2% of 350,000 active; Bmi1-luciferase knock-in reporter, 24 h; 100% = twice the neutral-well signal; in the data active = activation above about 40%;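 note: 0% = median of the plate's neutral control wells and 100% = double that signal; a rise in the Bmi1 reporter signal indicates esBAF inhibition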
LGR2 inh: blocks bursicon-induced cAMP signaling via Drosophila LGR2; HEK293 LGR2, CRE-luciferase, bursicon-stimulated, 4 h; inhibition, % at 9.99 µM; 0.35% of 380,000 active; AID 720647;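 active = drop in luminescence signal, shown as inhibition above about 50% in the replicate tests, limit read from the data, passing the limit was not always enough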;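 note: agonist challenge used bursicon conditioned medium at about half maximal strength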
SIRT5 inh: sirtuin-5 (human) deacylase inhibition; Purified SirT5, succinyl-peptide AMC, trypsin-coupled fluorescence; inhibition, % at 15 µM; 1.1% of 330,000 active; in the data active = inhibition above about 15%
Target sequence (Q9NXA8 whole entry, looked up): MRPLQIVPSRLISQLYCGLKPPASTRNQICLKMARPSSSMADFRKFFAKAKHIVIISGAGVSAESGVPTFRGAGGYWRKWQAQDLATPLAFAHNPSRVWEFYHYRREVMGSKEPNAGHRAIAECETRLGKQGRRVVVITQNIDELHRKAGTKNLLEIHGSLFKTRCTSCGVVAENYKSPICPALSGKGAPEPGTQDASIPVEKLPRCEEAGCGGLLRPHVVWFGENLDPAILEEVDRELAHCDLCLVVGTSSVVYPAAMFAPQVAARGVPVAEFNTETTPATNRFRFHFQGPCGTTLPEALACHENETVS
CASP6 VEID inh: blocks human caspase-6 cleavage activity. AID 686996. 0.53% of 350,000 active. purified caspase-6, Z-VEID-R110 cleavage fluorescence. P55212. inhibition, % at 12.5 µM;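 active = mean inhibition across replicates at least about 35%, with every replicate also reaching that limit, limit read from the data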;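 note: 0% = median of neutral control wells and 100% = no fluorescence left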
Target sequence (P55212 24-179 limits assumed): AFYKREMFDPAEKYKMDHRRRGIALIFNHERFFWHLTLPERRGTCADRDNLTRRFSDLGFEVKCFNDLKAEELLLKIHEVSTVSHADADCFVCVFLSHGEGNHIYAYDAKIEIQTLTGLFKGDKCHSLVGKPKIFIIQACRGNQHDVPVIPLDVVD
Target sequence (P55212 194-293 limits assumed): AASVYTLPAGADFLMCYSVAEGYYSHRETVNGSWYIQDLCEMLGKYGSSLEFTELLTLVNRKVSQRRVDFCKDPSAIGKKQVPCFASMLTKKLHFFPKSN
FN deposition inh: fibronectin deposition inhibition; AH1F fibroblasts, Alexa488-fibronectin deposition fluorescence, overnight; inhibition, % at 12.6 µM; 0.086% of 350,000 active;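 active = mean inhibition across replicates of 30% or more, regardless of how many single replicates reach that level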;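 note: positive control wells lacked labelled fibronectin entirely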
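Test system: AH1F fibroblast monolayer depositing Alexa488-labelled fibronectin into matrix. Input: 10000 cells per well. Technique: fluorescence, ex 485 nm, em 525 nm. Buffer or medium: DMEM plus 2% serum, read in PBS. Timing: 1 h cell adhesion before compound, then overnight fibronectin incubation. Compound: single dose, pinned. Read-out basis: inhibition from reduced deposited-fibronectin fluorescence.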
Statin myotox sup: suppression of simvastatin myotoxicity; C2C12 myotubes + simvastatin, ATP luminescence, 48 h; scaled: DMSO 0, geranylgeraniol control 100; rescue of ATP level, % at 7.49 µM; 0.78% of 330,000 active;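 active = mean ATP rescue above about 67%, or every replicate alone reaching that limit, limit read from the data, passing the limit was not always enough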;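 note: myotubes were challenged with 10 µM simvastatin during compound exposure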
Numbers without * were called inactive; · = not tested or not shown.

SMILES	S100A4 MyoIIA	esBAF inh	LGR2 inh	SIRT5 inh	CASP6 VEID inh	FN deposition inh	Statin myotox sup
Cc1cc(C)c(S(=O)(=O)C(C)C)c(=O)[nH]1	2.6	·	10.9	5.0	-3.3	-2.6	·
COc1cccc(C(=O)Nc2ccc3c(c2)C(=O)N(C)[C@@H]2CC[C@H](CC(=O)NCc4ccccc4F)O[C@@H]2CO3)c1	9.6	5.9	-17.1	1.4	·	0.8	-13.3
CCOc1cc(NC(=S)NCC2CCCO2)c(OCC)cc1NC(=O)c1ccc(OC)cc1 (stereo not given)	·	2.5	10.9	·	·	2.1	-0.9
CC(=O)NC[C@H]1[C@H](c2ccc(-c3cccc(F)c3)cc2)[C@H](CO)N1C(C)=O	·	-0.1	10.9	·	·	·	4.4
CCN(CC)S(=O)(=O)c1ccc(NC(=O)COC(=O)c2ccc(-n3nc(C)cc3C)cc2)cc1	0.5	-1.3	12.7	1.2	2.7	·	13.4
COc1cccc(/C=N/Nc2ncccc2[N+](=O)[O-])c1OC	-1.9	·	97.2*	1.5	-6.2	3.7	·
COC(=O)Cn1cccc1C(=O)c1ccccc1	·	-8.3	32.0	·	·	-8.6	-2.9
Cc1ccc(-c2nc(CS(=O)(=O)CC(=O)NCCCN(Cc3ccccc3)C(C)C)c(C)o2)cc1	-1.2	-1.5	15.3	1.0	-11.6	-6.6	-3.8
COc1ccc(NC(=O)Nc2cccc3c2O[C@@H](CN(C)C(=O)Nc2c(C)noc2C)[C@@H](C)CN([C@H](C)CO)C3=O)cc1	0.7	-0.3	-6.2	-8.6	1.1	-6.1	3.7
COc1ccccc1-c1nnc(SCC(=O)NCc2cccs2)n1N	1.6	·	12.3	·	-4.1	-1.7	·
CCOC(=O)C1CCN(c2ccc([N+](=O)[O-])c(C(C)=O)c2)CC1	-0.7	-4.3	1.0	1.9	3.0	-0.5	0.7
COc1ccc(S(=O)(=O)N2C[C@H](O)COC[C@@H]3O[C@@H](CC(=O)NCc4ccc(Cl)c(Cl)c4)CC[C@H]32)cc1	6.4	0.5	-11.7	2.6	2.2	2.4	-3.9
O=C(COc1ccc(-n2cnnn2)cc1)NC(=O)NCc1ccccc1	·	-33.7	·	·	·	-3.7	-8.7
O=C(N/N=C/c1ccc([N+](=O)[O-])cc1)c1cc(C2CC2)[nH]n1	0.9	5.0	9.4	-6.1	-5.4	·	-26.5
c1ccc(C2=NNC(c3ccccn3)=NN2)nc1	-1.6	·	-33.9	1.3	-2.5	-0.5	·
CCC(/C=N/Nc1ccc(S(=O)(=O)N2CCCC2)cc1[N+](=O)[O-])CC	-5.3	·	5.0	·	-1.4	-5.8	·
C[C@@]12C(=O)N(Cc3ccccc3)CC(=O)N1[C@H]1c3ccccc3OC[C@@H]1[C@@H]2c1ccccc1	-1.4	3.8	·	·	0.6	0.6	-4.1
CC(C)NC(=O)N1CC2(C1)[C@H](c1ccccc1)[C@@H](CO)N2C(=O)C1CC1	3.4	·	2.5	-0.6	-0.2	-6.4	·
O=C1N[C@@H](Cc2ccccc2)COC(=O)[C@@H](Cc2ccc(F)cc2)C/C=C\C[C@@H]1CC(=O)N(CCO)Cc1ccccc1	-2.4	8.2	·	0.7	2.3	-1.1	-0.1
CCCCCCCCN1C(=O)[C@H](CC(=O)NCCc2ccccc2OC)C[C@@]2(C(=O)OCC)CCC=C12	2.5	·	·	·	-2.2	4.6	·
CCC(=O)N1CC2(CN(Cc3ccncc3)C2)c2c(n(C)c3cc(OC)ccc23)[C@@H]1CO	0.1	·	-11.5	-3.7	-1.9	·	·
COc1ccc(S(N)(=O)=O)cc1C(=O)NNC(=O)C1COc2ccccc2O1 (stereo not given)	1.3	·	·	·	2.0	-5.0	-7.6
CCOc1ccc(/C(O)=C2/C(=O)C(=O)N(c3ccccn3)C2c2ccc(C)cc2)c(C)c1 (stereo not given)	-2.6	18.4	-4.1	0.2	-0.6	-4.4	1.5
COc1cccc(C(=O)N2CCN=C2SCc2cccnc2)c1OC	1.1	6.6	-3.8	·	-1.0	-1.8	-14.1
Cc1ccc(S(=O)(=O)N/N=C/c2cc(Br)c(C)o2)cc1	·	8.2	10.4	·	·	·	24.1
C=CCn1c(Cc2cccs2)nnc1SCC(=O)Nc1cc(OC)cc(OC)c1	·	-3.4	·	·	·	10.6	-3.9
O=C(C[C@@H]1C=C[C@@H](NS(=O)(=O)c2ccc(F)cc2)[C@H](CO)O1)N1CCc2ccccc2C1	-7.5	8.2	-8.8	-0.5	0.5	-1.0	7.8
CC(/C=N/n1c(-c2ccc(Cl)cc2)n[nH]c1=S)=C\c1ccco1	2.7	·	-5.3	-0.1	7.0	-6.5	·
Cc1noc(C)c1C(=O)Nc1ccc(S(=O)(=O)N2CCC(C)CC2)cc1	-1.0	8.7	3.6	0.7	2.3	0.2	-41.6
COc1ccc(CNC(=O)C2CCN(S(C)(=O)=O)CC2)c(OC)c1	-5.2	·	-8.1	-4.0	-0.6	-1.0	·
Cc1cc(C)c(C)c(OCCCCN(C)Cc2ccccc2)c1	0.1	-8.7	9.9	0.5	-2.2	-1.2	-4.8
COC(=O)c1ccc(C23CC4(C2)[C@H](CN(Cc2cccnc2)[C@@H]4c2ccccc2)C3c2ccc(C(F)(F)F)cc2)cc1 (stereo not given in full)	7.0	·	7.0	-4.0	-3.0	-11.3	·
CCOc1ccc(CCNC(=O)CSc2nn(-c3ccc(C)c(Cl)c3)c(=S)s2)cc1OCC	-1.6	·	-12.7	·	-3.8	2.7	·
COc1ccc(-c2cc([C@H]3[C@H]4C=CC[C@@H](C)[C@@H]4C(=O)N3Cc3ccccc3)ccc2F)cc1	-17.8	-1.5	15.5	·	-1.5	-6.2	2.2
CCS(=O)(=O)N1CCCCN2[C@H](CO)[C@H](c3ccc(C#Cc4ccccc4OC)cc3)[C@@H]2C1	-11.3	·	0.5	10.0	-0.6	·	·
CCOc1ccc(NC(=O)c2nccnc2CO)cc1	·	-1.1	-22.0	·	·	1.7	0.2
O=C(C[C@H]1CC[C@H]2[C@@H](COC[C@H](O)CN2C(=O)c2ccncc2)O1)NCc1ccc(-c2ccccc2)cc1	51.6	-2.2	-10.2	4.3	-1.2	-3.1	5.5
O=C(Cc1ccc(S(=O)(=O)N2CCOCC2)s1)Nc1ccccc1N1CCCC1	-1.1	-7.7	-10.3	-0.1	1.7	1.8	0.3
COc1cccc(C(=O)Nc2ccc(C3CC3(Cl)Cl)cc2)c1 (stereo not given)	4.6	·	-73.7	-4.5	-2.2	-7.3	·
CN(c1nc2ccccc2n2c(C3CC3)nnc12)S(=O)(=O)c1ccccc1	1.7	-7.4	-3.1	-2.1	1.6	-1.7	-14.4

Pulled by structure from the list above:
SMILES	S100A4 MyoIIA	esBAF inh	LGR2 inh	SIRT5 inh	CASP6 VEID inh	FN deposition inh	Statin myotox sup
Cc1cc(C)c(C)c(OCCCCN(C)Cc2ccccc2)c1	0.1	-8.7	9.9	0.5	-2.2	-1.2	-4.8
COc1ccc(-c2cc([C@H]3[C@H]4C=CC[C@@H](C)[C@@H]4C(=O)N3Cc3ccccc3)ccc2F)cc1	-17.8	-1.5	15.5	·	-1.5	-6.2	2.2
COC(=O)c1ccc(C23CC4(C2)[C@H](CN(Cc2cccnc2)[C@@H]4c2ccccc2)C3c2ccc(C(F)(F)F)cc2)cc1 (stereo not given in full)	7.0	·	7.0	-4.0	-3.0	-11.3	·
C[C@@]12C(=O)N(Cc3ccccc3)CC(=O)N1[C@H]1c3ccccc3OC[C@@H]1[C@@H]2c1ccccc1	-1.4	3.8	·	·	0.6	0.6	-4.1
COc1ccc(S(N)(=O)=O)cc1C(=O)NNC(=O)C1COc2ccccc2O1 (stereo not given)	1.3	·	·	·	2.0	-5.0	-7.6

More results.
SMILES	S100A4 MyoIIA	esBAF inh	LGR2 inh	SIRT5 inh	CASP6 VEID inh	FN deposition inh	Statin myotox sup
CCOc1cc(/C=C/C(=O)OCC(=O)N(CC)C2CCS(=O)(=O)C2)cc(Cl)c1OC (stereo not given)	-0.6	-5.0	-1.2	·	1.7	·	-4.0
Cc1ccc(OC(C)C(=O)Nc2cccc(S(=O)(=O)N3CCCCCC3)c2)cc1 (stereo not given)	-0.8	-1.2	10.9	·	3.4	7.0	4.6
C[C@H](CO)N1C[C@H](C)[C@H](CN(C)Cc2ccc(Cl)c(Cl)c2)Oc2c(NS(=O)(=O)c3ccccc3)cccc2C1=O	-3.3	-7.4	12.7	-0.1	-0.7	·	-66.2
O=C(Nc1ccc2c(c1)[C@H]1C[C@H](CC(=O)N3CCOCC3)O[C@@H](CO)[C@H]1O2)c1ccc2c(c1)OCO2	·	-4.0	-9.8	·	·	-5.2	5.3
COc1ccc(CN(C)C[C@@H]2OCCCC[C@H](C)Oc3ccc(NC(=O)C4CCCCC4)cc3C(=O)N([C@H](C)CO)C[C@@H]2C)cc1	-2.0	0.1	11.9	7.8	-3.4	0.4	·
CC1CCCCN1S(=O)(=O)c1ccc(NC(=O)c2cccc(-n3cnnn3)c2)cc1 (stereo not given)	·	1.7	·	·	·	28.5	-8.1
COc1cccc(-c2ccc(NC(=O)C3CCCN(Cc4ccc(CO)o4)C3)cc2)c1 (stereo not given)	-3.1	15.4	-3.3	1.9	0.2	2.4	-8.6
CCc1ccc2c(CN3CCN(S(=O)(=O)c4ccc5c(c4)OCCO5)CC3)cc(=O)oc2c1	·	9.5	·	·	·	10.3	-13.4
COc1ccccc1C#Cc1ccc2c(c1)O[C@H](CN(C)Cc1ccccc1)[C@@H](C)CN([C@H](C)CO)S2(=O)=O	-3.8	-3.2	-3.7	-4.9	1.8	·	-56.2
CNC(=O)C1C(=S)NC(N)=C(C#N)C1c1ccccc1 (stereo not given)	·	-7.9	·	·	·	-3.8	-5.3
CCCn1c(SCC(=O)N2CCCc3ccccc32)nc2c1c(=O)n(C)c(=O)n2C	·	-0.4	·	·	·	4.3	-11.1
Nn1cnnc1N/N=C/c1ccc(F)cc1	4.9	1.2	6.4	0.7	1.3	7.1	2.2
CCC(=O)Nc1ccc2c(c1)OC[C@@H](C)N(Cc1ccccc1)C[C@H](C)[C@@H](OC)CN(C)C2=O	-16.3	1.3	-13.9	3.2	0.3	-1.1	1.7
Cc1noc(C)c1S(=O)(=O)Nc1ccc2c(c1)C(=O)N([C@H](C)CO)C[C@H](C)[C@@H](CN(C)S(=O)(=O)c1ccccc1)OCCCC[C@H](C)O2	-1.8	-7.7	1.3	1.7	0.1	9.0	·
Cc1cc(C)cc(NC(=O)NCC2CCN(Cc3cc(C)ccc3C)CC2)c1	0.6	-12.1	-1.6	-0.8	-15.2	-3.5	1.9
O=C(NCc1nnnn1-c1ccc(F)cc1)c1ccc2c(c1)OCO2	-2.2	-2.3	-19.8	·	1.1	-0.9	-9.1
Cc1c(Cl)cccc1NCC(=O)NN=C1CCCC1	-0.8	-1.3	1.8	-3.6	-2.7	-13.9	3.3
CC(C)CC#Cc1cnc2c(c1)C(=O)N([C@H](C)CO)C[C@@H](C)[C@H](CN(C)Cc1cccc(F)c1)O2	-6.6	-4.9	-24.3	5.0	-1.0	·	56.5
CCN(CC)S(=O)(=O)c1ccc(N2CCCC2)c(NS(=O)(=O)c2ccc(F)cc2)c1	5.2	-2.4	4.8	3.9	-0.9	-7.9	0.5

Full records, looked up by structure. Order of screens: S100A4 MyoIIA	esBAF inh	LGR2 inh	SIRT5 inh	CASP6 VEID inh	FN deposition inh	Statin myotox sup
Profile of Cc1ccc(S(=O)(=O)N/N=C/c2cc(Br)c(C)o2)cc1 = ·	8.2	10.4	·	·	·	24.1
Profile of COc1ccc(-c2cc([C@H]3[C@H]4C=CC[C@@H](C)[C@@H]4C(=O)N3Cc3ccccc3)ccc2F)cc1 = -17.8	-1.5	15.5	·	-1.5	-6.2	2.2
Profile of COc1ccccc1C#Cc1ccc2c(c1)O[C@H](CN(C)Cc1ccccc1)[C@@H](C)CN([C@H](C)CO)S2(=O)=O = -3.8	-3.2	-3.7	-4.9	1.8	·	-56.2
Profile of O=C(Cc1ccc(S(=O)(=O)N2CCOCC2)s1)Nc1ccccc1N1CCCC1 = -1.1	-7.7	-10.3	-0.1	1.7	1.8	0.3

A portion of the library, so the mix of outcomes need not match the whole.
